PERK inhibitor: inhibitors of human PERK kinase | Q9NZJ5 | CHO PERK-DD fusion, SEAP luminescence translation reporter | inhibition, % at 5.6 µM | 220,000 compounds, 0.17% hits | AID 1416;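 active means inhibition above the mean inhibition of all tested compounds plus 3 SD, set separately per screening campaign, cut at about 2.9% in these data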;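 further: PERK kinase domain activated by AP20187 dimerizer at 100 nM; 0% = DMSO with dimerizer and 100% = rapamycin at 8.4 µM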
FXIa inh: factor XIa (human) inhibition | purified FXIa, Boc-Glu-Ala-Arg-AMC fluorogenic substrate | inhibition, % at 5 µM | 220,000 compounds, 0.14% hits;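 active means inhibition of at least 40%; inactive means inhibition below 40%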;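 further: fluorescence of freed AMC excited at 355 nm; 0% = enzyme without compound and 100% = no enzyme blank; many of its hits are not listed in these tables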
Rad51 HR inh: Rad51 (human) homologous recombination inhibition; hRad51 DNA strand exchange, fluorescence dequenching; Q06609; inhibition, % at 10 µM; 200,000 compounds, 0.085% hits;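 active means inhibition above 40% at the single screening dose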;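 further: 0% = DMSO control wells and 100% = blanks with heterologous ssDNA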
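Test system: preformed human Rad51 ssDNA filaments; also added: Donor/quencher-labelled 47-bp dsDNA substrate; doses: 10 µM final, single point; times: 37 °C 15-min filament assembly, 30-min compound preincubation, 15-min exchange; detection: FRET fluorescence dequenching, excitation 485 nm, emission 520 nm; read-out basis: Fluorescence-based percent inhibition, control- and blank-normalised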
Furin inh: inhibitors of human furin | P09958 | inhibition, % at 30 µM | 220,000 compounds, 0.061% hits | purified furin, fluorogenic substrate cleavage; in the data active means inhibition above about 25%; further: inactives centre near -15
thrombin 1536: blocks human thrombin protease activity. P00734. alpha-thrombin, Boc-VPR-AMC fluorogenic substrate cleavage. inhibition, % at 5 µM. 220,000 compounds, 0.26% hits;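 active means inhibition at or above 40%; inactive means inhibition below 40%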;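 further: 0% = enzyme with no compound and 100% = wells without enzyme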
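Assay system: human alpha-thrombin enzyme. Reagent: Boc-VPR-AMC substrate, 15 µM final. Compound dosing: one concentration per compound, 5 µM, with 0.2% DMSO. Incubation: room-temperature reaction. Technique: AMC fluorescence, 355/460 nm. Measure: % inhibition relative to enzyme controls and enzyme-free blanks.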
m-calpain inh: inhibitors of pig calpain II; purified calpain II, fluorogenic peptide substrate, 30 min; inhibition, % at 16 µM; 220,000 compounds, 0.37% hits; AID 1236;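 active means inhibition above about 50%, limit read from the data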
KCC2 mod: modulates chloride dependent transport by human KCC2 | KCC2 cells, thallium flux FluoZin-2 fluorescence | B-score of Tl+ flux slope (higher = more flux/activation; lower = inhibition) at 10 µM | 190,000 compounds, 2.2% hits | AID 1456;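 active means thallium flux slope and its plate-corrected score both differing from the plate sample mean at a set confidence after two filtering rounds, in either direction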;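 further: slope of fluorescence scaled to starting intensity during 10 to 20 s after thallium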
FXIIa inh: factor XIIa (human) inhibition; inhibition, % at 5 µM; AID 800; 220,000 compounds, 0.3% hits; purified FXIIa, Boc-QGR-AMC fluorogenic substrate, 2 h; P00748; in the data active means inhibition above about 40%;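 further: 0% = enzyme with no compound and 100% = blank without enzyme; many of its hits are not listed in these tables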
hK5 inh: kallikrein 5 (human) inhibition; inhibition, % at 5 µM; 210,000 compounds, 0.59% hits; Q9Y337; recombinant hK5, fluorogenic AMC substrate cleavage; AID 873;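 active means inhibition of 40% or more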;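 further: 0% = enzyme controls without compound and 100% = no-enzyme blanks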
Starred values were filed as active, the others as inactive; x = no result given; & = joins results of further samples; [ ] = remark or other dose. This is a subset; rates above refer to the full screens.

SMILES,PERK inhibitor,FXIa inh,Rad51 HR inh,Furin inh,thrombin 1536,m-calpain inh,KCC2 mod,FXIIa inh,hK5 inh
COc1cccc(-c2nc(CSCC(=O)N3CCc4ccccc43)c(C)o2)c1,1.0,8,14,5[20 µM],-1,30,x,18,-22
CCCCn1cc([N+](=O)[O-])nc1C,2.4,-1,-9,-19,1,-7,1.1,11,4
CCN(CC)CCN1C(=O)C(=O)/C(=C(/O)c2ccc(OC(C)C)cc2)C1c1ccncc1 (centres undefined),0.8,5,3,-13[20 µM],4,35,x,12,-10
O=C(Nc1ccccc1Cl)C1CCCN(S(=O)(=O)c2ccc(F)cc2)C1 (centres undefined),0.5,-13,x,-23[20 µM],4,19,x,15,8
Cc1noc(C)c1S(=O)(=O)Nc1ccc(C(=O)NC2CCCCC2C)cc1 (centres undefined),0.2,-2,8,-24,-7,12,1.2,7,-17
O=C(C[n+]1ccc(C(=O)N/N=C/c2ccc(Br)cc2)cc1)c1ccccc1,1.2,-6,-4,-10[20 µM],2,14,-0.011,4,-19
COc1cc(/C=C/C(=O)OCC(=O)N2CCN(C(=O)c3ccco3)CC2)ccc1O,0.9,3,21,-4,0,-29,-1.1,12,-8
O=C(NC(=S)N1CCCCCC1)c1ccc(Cl)cc1Cl,-0.6,4,x,-20,0,25,88*,10,4
CC(C)(C)c1ccc(C(=O)NCC(=O)O)cc1,0.7,-4,-9,-19,-8,23,0.71,5,1
COc1ccc(CCN2C(=O)c3cccc4c(C(=O)N5CCCCC5)ccc(c34)C2=O)cc1OC,0.2,1,-14,-11,-4,12,-0.57,13,-2
CCOc1ccccc1NC(=O)/C=C/C(N)=O,0.4,7,3,-30[20 µM],-22,-97,1.3,-4,3
CCN(C(=O)CN1c2ccccc2CC1C)c1c(N)n(Cc2ccccc2)c(=O)[nH]c1=O (centres undefined),0.4,-3,-6,-14,-19,26,-0.78,10,2
Cc1nn(C(C)C(=O)N2CCc3ccccc32)c(C)c1[N+](=O)[O-] (centres undefined),0.4,5,1,-27[20 µM],5,-38,x,17,-8
Cc1c(NC(=O)NC(=O)c2ccc(F)cc2)c(=O)n(-c2ccccc2)n1C,1.4,3,2,-16,-4,-3,0.062,7,-21
COc1ccc(C/C(N)=N/OC(C)=O)cc1OC,0.7,6,11,-5,3,12,0.38,14,-17
COc1cc(NC(=S)NC(=O)c2ccco2)ccc1NC(=O)C(C)C,1.2,-4,7,-16,2,7,5.2*,-1,-21
Nc1ccc(S(=O)(=O)Nc2ccc(S(N)(=O)=O)cc2)cc1,1.2,-5,0,-27,-9,-14,1.1,2,-3
O=C(/C(=C/c1ccc(Cl)cc1)c1nc2ccccc2[nH]1)c1ccccc1,0.6,4,5,-34[20 µM],2,4,0.48,19,30
COc1ccc(NS(=O)(=O)CC23CCC(CC2=O)C3(C)C)cc1 (centres undefined),0.9,1,-6,-14[20 µM],4,26,0.059,11,4
CC(=O)Nc1cc([N+](=O)[O-])ccc1N1CCOCC1,0.0,-2,1,-4,0,0,-0.0025,3,-10
CSC(=CC(=O)c1ccccc1)SC,-0.3,1,-1,5[20 µM],0,10,-0.06,0,0
COc1ccc(C(=O)N/C(=C\c2ccco2)C(=O)OCc2ccco2)cc1,0.0,-2,-1,-8,-1,-8,-0.87,10,-1
COC(=O)c1sc(NC(=O)c2oc3ccccc3c2C)nc1C,-0.7,13,-9,-9[20 µM],7,-65,1.2,17,7
CCOC(=O)c1[nH]c(C)c(CCC(=O)O)c1C,-0.2&-0.1,23&8,0&-5,-11&-19[20 µM],-11&2,9&-6,0.21,4&15,-21&-1
COc1cccc(-c2nnc(SCc3ccc(C#N)cc3)n2Cc2ccco2)c1,-1.4,1,x,-6,1,18,x,17,-5
CCc1nnc(NC(=O)c2ccc(Cl)c(S(=O)(=O)N3CCc4ccccc43)c2)s1,-0.3,0,x,-14[20 µM],-4,-37,-1,16,-9
COc1cc(N2CCCC2)ccc1[N+](=O)[O-],1.6,23,x,3,-1,-3,-0.47,10,20
CCc1ccc(CNc2ccc3c(c2)ncn3C)cc1,-0.8,0,-5,-8,-1,-18,x,14,1
COc1ccc(Br)cc1CNC(=O)C1CCCN(c2nc3ccccc3o2)C1 (centres undefined),0.3,-33,-4,-31,17,-3,x,15,5
O=c1[nH]c2cc3c(cc2cc1CN(Cc1nnnn1C1CCCC1)C1CCCC1)OCCO3,-0.9,2,0,-18[20 µM],1,-18,-2.3,16,-30
NC(=O)c1ccccc1NC(=O)/C=C/c1ccc(Cl)cc1,1.3,-2,-10,-9[20 µM],-7,-29,x,-4,1
C=CCn1c(SCC(=O)c2ccc(Cl)s2)nc2ccccc2c1=O,0.3,3,11,-16,-5,12,-0.0024,9,-9
COC(=O)c1ccc(N2CCN(S(=O)(=O)c3ccccc3)CC2)c([N+](=O)[O-])c1,-0.4,19,-1,-9[20 µM],3,5,0.3,30,-14
COC(=O)c1nnn(-c2nonc2N)c1CSc1nc2ccccc2o1,0.6,7,-3,-11[20 µM],4,9,0.082,18,-4
CCOC(=O)c1sc2nc3c(SCCC(=O)O)cc(C(=O)c4cc(OC)ccc4O)cn3c(=O)c2c1C,0.8,28,-60,-5,40,-12,-0.32,22,26
C=CCn1c(SCC(=O)NC(=O)NC)nnc1C1CCCCC1,0.3,-6,3,-23,0,-2,0.26,0,-20
CCN1CCC(NC(=O)Nc2cccc(C(F)(F)F)c2)CC1,0.9,-2,x,-32,-3,-11,-0.096,6,x
CC1(c2cc(C(F)(F)F)n3nc(C(=O)O)cc3n2)CC1,0.9,8,-2,-22[20 µM],3,-5,0.56,17,-7
O=C(N/C(=C\c1ccc2c(c1)OCO2)C(=O)N1CCOCC1)c1cccs1,0.3,-5,6,-6[20 µM],-1,-23,x,6,-3
CCCc1ccc(C(=O)NNc2cccc(C)c2)cc1,0.7,-2,22,-13,-7,12,-0.43,0,-8
CCOC(=O)C1CCCN(CCC(=O)Nc2ccccc2C)C1 (centres undefined),0.9,-2,0,-35,-7,-19,0.33,8,2
CC1CCc2nn(CC(=O)NCCC3=CCCCC3)cc2C1 (centres undefined),1.3,2,1,-21,-3,1,-0.82,6,-2
COc1cc(-c2cc(=O)c3c(O)c(OC)c(OC)c(O)c3o2)ccc1O,0.6,5,5,-9,1,12,-0.72,4,-2
CCN(CC)C(=O)CSc1nc2ncccc2[nH]1,0.1,1,4,-5,2,16,x,14,9
CC(=O)Nc1cc(NC(C)=O)c(N=Nc2ccccc2)cc1C,0.6,3,22,-5,3,3,-0.36,13,1
CCOC(=O)c1cnc(Nc2nc3ccccc3o2)nc1C,0.6,4,x,-6[20 µM],2,28,1.2,13,-9
C=CCn1c(=S)[nH]c2scc(-c3ccc(C)o3)c2c1=O,-0.1,1,21,-11,-3,2,61*,10,1
Cn1nccc1C(=O)NCCN1C(=O)OC(C)(C)C1(C)O (centres undefined),0.6,3,3,-9,4,-23,-0.23,12,2
O=C(COc1ccc(F)cc1)Nc1ccc(-n2cnnn2)cc1,0.4,-3,-2,-27[20 µM],1,6,x,-5,15
N#CCCC12CCCCC1=Nc1ccccc12 (centres undefined),-0.6,-11,-3,-10,-5,9,0.67,4,-12
CCCN(CCC)S(=O)(=O)c1ccc(C(=O)NNC(=O)c2cc(OC)c(OC)c(OC)c2)cc1,-0.3,0,-6,-11,3,-14,-0.034,7,-1
Cc1cc2ncn(C(=O)N3CCCCC3)c2cc1C,0.2,4,5,-30,-6,-15,-0.23,20,-9
CCOC(=O)c1c(C)oc2ccc(NS(=O)(=O)c3ccc4c5c(cccc35)C(=O)N4)cc12,0.4,1,0,-20[20 µM],-3,-86,0.031,8,4
COc1cc(C(=O)N2CCN(C(=O)c3ccco3)CC2)c([N+](=O)[O-])cc1OC,0.1,-1,9,-24,0,-15,1.3,11,0
Cc1nc(NCc2ccco2)c2oc3ccccc3c2n1,0.0,4,x,-21,4,9,x,19,19
Cc1ccc(S(=O)(=O)N2CCCOC2)cc1,1.1,-3,7,-21[20 µM],2,7,x,12,1
Cc1cccc(NC(=O)c2ccc(C3SCC(=O)N3CCc3ccccc3)cc2)c1 (centres undefined),-1.1,-3,x,-29,-4,-9,-0.079,4,-9
NC(=O)c1ccc(OCC(F)(F)F)nc1,0.4,4,17,-17,0,4,x,14,0
O=C(COc1cccc2cccnc12)NCC(F)(F)F,0.4,2,-9,-2,6,-51,x,14,-5
O=C(CSc1nnnn1C1CCCCC1)NCc1ccc2c(c1)OCO2,-0.3,19,-4,0,1,-8,0.0069,6,1

Continued; the last 2 above are carried over.
SMILES,PERK inhibitor,FXIa inh,Rad51 HR inh,Furin inh,thrombin 1536,m-calpain inh,KCC2 mod,FXIIa inh,hK5 inh
O=C(COc1cccc2cccnc12)NCC(F)(F)F,0.4,2,-9,-2,6,-51,x,14,-5
O=C(CSc1nnnn1C1CCCCC1)NCc1ccc2c(c1)OCO2,-0.3,19,-4,0,1,-8,0.0069,6,1
CCn1cc(C(=O)Nc2ccc(-n3cnnn3)c(OC)c2)c(=O)c2ccc(C)nc21,0.4,2,-5,-8,-3,-2,x,5,-27
Cc1ccc2[nH]c(=O)c3cc(C(=O)N(CCCOC(C)C)Cc4ccco4)sc3c2c1,-1.4,-1,10,-2,0,-102,x,5,-2
Cc1cc(N2CCCC2)nc(-c2ccccc2O)n1,1.0,-4,-12,-22,-2,-273,0.34,8,-7
CCCCC(=O)NCCc1cc2c(C)ccc(C)c2[nH]c1=O,-0.3,x,-1,-18,x,x,0.32,x,x

Screening data from PubChem BioAssay.
